Compound activity from PubChem.
Neddylation inh: blocks human cullin neddylation. P61081+Q13564. TR-FRET cullin neddylation, biochemical. calls only at 25 µM. 360,000 compounds, 0.58% hits; in the data active = inhibition above about 36%
Tb MetRS inh: Trypanosoma brucei MetRS inhibition; purified T. brucei MetRS, ATP depletion, Kinase-Glo luminescence; inhibition, % at 11.9 µM; 360,000 compounds, 0.4% hits;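 active = inhibition above a per-plate cutoff of the control wells' mean inhibition plus 3 SD, cut at about 5.5% in these data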;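 note: 0% = DMSO wells median and 100% = median of wells with control inhibitor compound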
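Material – parasite MetRS enzyme · Medium – HEPES-MgCl2-KCl buffer plus DTT, spermine, BSA, pyrophosphatase · Reagent – ATP, methionine and E. coli bulk tRNA substrates · Times – 15 min enzyme-compound preincubation, 2 h reaction, 10 min detection, 25 °C · Measured by – luminescence of leftover ATP · Evaluation – percent inhibition relative to median high and low control wells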
NRP1-CendR mod: NRP-1/CendR interaction modulation | O14786 | FAM-RPARPAR peptide binding to NRP-1, fluorescence polarization | inhibition, % at 25 µM | 360,000 compounds, 0.85% hits | AID 602438;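 active = inhibition or corrected inhibition above about 18%, plus a signal ratio from 0.5 to 1.5, limit read from the data, passing the limit was not always enough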; note: strong numbers were not always called active
LMPTP inh: blocks human LMPTP phosphatase; P24666; recombinant LMPTP-A, OMFP fluorogenic substrate, fluorescence intensity; inhibition, % at 20 µM; 360,000 compounds, 0.22% hits; AID 651560;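 active = compounds that cut the enzyme signal by at least half of the control window in the single-dose screen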;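 note: plate controls were DMSO wells with enzyme plus substrate for no effect and substrate without enzyme for full effect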
Target sequence (P24666 whole entry, looked up): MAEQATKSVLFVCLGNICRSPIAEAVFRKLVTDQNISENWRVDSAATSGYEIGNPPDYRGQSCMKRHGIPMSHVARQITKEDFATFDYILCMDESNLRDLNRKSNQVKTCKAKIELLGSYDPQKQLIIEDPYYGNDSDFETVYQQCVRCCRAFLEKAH
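material = LMPTP-A | quantity = 0.625 nM enzyme | reagent = OMFP substrate, 400 µM final | buffer or medium = Bis-Tris pH 6.0, DTT, detergent | detection = endpoint fluorescence intensity from OMFP dephosphorylation | dosing = single 20 µM dose | read-out basis = % inhibition relative to no-enzyme and uninhibited control wells | control set = no-enzyme and uninhibited controls | timing = 50 min at room temperature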
NadD block: inhibitors of Staphylococcus aureus NadD. 360,000 compounds, 0.78% hits. inhibition, % at 20 µM. purified NadD enzyme, colorimetric absorbance read-out; in the data active = inhibition above about 26%; note: some compounds past the cut are filed as inactive
SKN-1 block: inhibitors of C. elegans SKN-1; inhibition, % at 21.8 µM; AID 624304; C. elegans VP596 Pgst-4::GFP/RFP ratio, acrylamide-induced, 24 h; 360,000 compounds, 0.49% hits;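 active = interference check ratio from 0.5 to 1.5 plus GFP to RFP signal ratio inhibition reaching or exceeding a fixed threshold, cut at about 30% in these data, passing the limit was not always enough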; note: some compounds called inactive have numbers as strong as hits
DNMT1 inh: inhibitors of human DNMT1; 360,000 compounds, 0.83% hits; DNMT1 molecular beacon, Hinp1I cleavage, fluorescence; P26358; inhibition (reported as % activation of signal), % at 10 µM; AID 588458; in the data active = inhibition above about 50%
SUMO1 PPI mod: modulators of human SUMO1-mediated protein-protein interactions; P63165; SUMO1 binding to a labelled peptide, TR-FRET, 1 h; inhibition, % at 20 µM; 360,000 compounds, 0.33% hits; AID 602429; in the data active = inhibition above about 37%
Scp-1 inhibitor: Scp-1 (human) phosphatase inhibition; Q9GZU7; Recombinant Scp1, phosphopeptide, malachite green phosphate absorbance; inhibition, % at 20 µM; 340,000 compounds, 0.88% hits; AID 493091;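 active = inhibition above about 50% at 20 µM, limit read from the data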;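 note: plate controls were DMSO wells with enzyme for no effect and wells lacking enzyme for full effect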
Target sequence (Q9GZU7 76-261 limits assumed): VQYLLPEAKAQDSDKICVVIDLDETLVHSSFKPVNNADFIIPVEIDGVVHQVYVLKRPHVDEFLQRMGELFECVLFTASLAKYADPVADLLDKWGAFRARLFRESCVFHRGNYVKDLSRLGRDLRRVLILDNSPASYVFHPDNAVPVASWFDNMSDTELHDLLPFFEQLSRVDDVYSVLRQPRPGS
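System: truncated SCP-1 phosphatase (76-261aa); medium: Tris acetate buffer pH 5.5 with MgCl2 and Tween-20; incubation: 45 min room-temperature reaction, 5 min colour, 30 min stabiliser; compound: single 20 µM dose, 1% DMSO; reagent: Phosphorylated 17-residue peptide substrate; read-out: % inhibition at 20 µM; technique: colorimetric free-phosphate detection, absorbance 630 nm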
STEP block: STEP (human) phosphatase inhibition; P54829; recombinant STEP, OMFP fluorogenic substrate, fluorescence; inhibition, % at 20 µM; 360,000 compounds, 0.25% hits;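 active = inhibition at 20 µM, scaled per plate between control wells, above about 37%, limit read from the data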;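 note: 0% = DMSO with enzyme and substrate and 100% = substrate only without enzyme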
Target sequence (P54829 whole entry, looked up): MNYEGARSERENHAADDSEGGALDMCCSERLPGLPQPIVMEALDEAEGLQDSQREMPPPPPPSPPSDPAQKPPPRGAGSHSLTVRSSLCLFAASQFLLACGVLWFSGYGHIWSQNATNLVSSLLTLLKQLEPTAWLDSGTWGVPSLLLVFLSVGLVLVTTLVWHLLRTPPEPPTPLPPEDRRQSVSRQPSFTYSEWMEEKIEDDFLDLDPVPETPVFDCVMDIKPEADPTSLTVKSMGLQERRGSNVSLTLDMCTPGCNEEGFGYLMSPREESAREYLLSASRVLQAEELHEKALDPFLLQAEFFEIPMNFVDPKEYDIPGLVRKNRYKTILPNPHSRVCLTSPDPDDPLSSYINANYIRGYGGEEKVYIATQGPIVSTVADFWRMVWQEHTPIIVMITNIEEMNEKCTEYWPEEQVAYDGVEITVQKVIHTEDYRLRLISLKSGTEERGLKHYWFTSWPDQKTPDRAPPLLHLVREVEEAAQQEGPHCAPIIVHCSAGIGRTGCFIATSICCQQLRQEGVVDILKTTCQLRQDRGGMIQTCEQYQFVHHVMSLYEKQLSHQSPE
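System: STEP (striatal-enriched tyrosine phosphatase) enzyme, cell-free; medium: Bis-Tris pH 6.0 buffer with DTT, detergent; dosing: 20 µM, 1% DMSO; times: reaction 20 min, ambient temperature; detection: fluorescence, 480/540 nm; read-out basis: normalized % inhibition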
An asterisk follows results filed as active; i = inactive; nt = no result given; + = active, no number.

entry	structure	Neddylation inh	Tb MetRS inh	NRP1-CendR mod	LMPTP inh	NadD block	SKN-1 block	DNMT1 inh	SUMO1 PPI mod	Scp-1 inhibitor	STEP block
1	CC1CC1C(=O)Nc1cc(S(=O)(=O)N2CCOCC2)ccc1N1CCCC1 (centres undefined)	i	-0.3	7	-0.6	-5	-9	0	2	-4	-2
2	NC(=O)N1CCc2ccccc21	i	0.0	13	1.3	-3	6	-1	1	-2	-1
3	CCC1(c2ccc(C)cc2)NC(=O)N(CC(=O)Nc2cccc(S(=O)(=O)N3CCCC3)c2)C1=O (centres undefined)	i	-0.2	1	1.7	1	12	-4	-1	-6	1
4	Cc1cc(C)n(C2CC(=O)N(c3ccccc3)C2=O)n1 (centres undefined)	i	-0.5	-5	-0.1	0	5	-2	-1	-1	-2
5	CC/C(=N/NC(=O)CCC(=O)Nc1ccccc1OC)c1ccccc1	i	-0.7	3	-2.0	2	-10	2	5	-8	3
6	CC(C)CN1CCC(=O)N(CCSc2ccc(Br)cc2)CC1	i	-0.3	-4	4.2	2	-10	7	-2	2	1
7	COc1ccc(CCn2c(SCC(=O)Nc3cc(C)on3)nc3ccsc3c2=O)cc1OC	i	-0.1	-9	1.5	-10	14	-3	-3	-8	4
8	CCOc1ccc(C(=O)NCC(=O)N2CCN(C/C=C/c3ccccc3)CC2)cc1OCC	i	-0.4	2	-8.1	6	1	-3	-36	-2	0
9	COc1ccc(-c2csc(NC(=O)CN3C(=O)NC4(CCCC4)C3=O)n2)cc1OC	i	-0.3	12	0.7	1	-5	-2	-2	-2	0
10	CNC(=O)CSc1nc(-c2ccccc2)c(-c2ccccc2)[nH]1	i	-1.6	-7	-2.3	0	-4	-1	-1	4	5
11	N/C(=N\NS(=O)(=O)c1ccc(Cl)cc1)c1ccccn1	i	0.1	-13	-0.7	-4	-5	0	1	-4	-1
12	CCOC(=O)c1cc(C#N)c(SCC(=O)Nc2ccc(C(C)=O)cc2)[nH]c1=O	i	-0.4	-9	-0.1	1	-6	-2	-2	-16	1
13	Cc1n[nH]c(C)c1CN(C)C(=O)C1CCC(=O)N(CC2CCCCC2)C1 (centres undefined)	i	-0.6	-8	-1.4	-1	10	3	-3	1	1
14	Cc1nn(C)c(C)c1S(=O)(=O)N1CCC(C(=O)NC(C)c2ccccc2)CC1 (centres undefined)	i	-0.2	0	-0.9	4	4	0	4	-4	-4
15	C[C@@H]1CN([C@@H](C)CO)C(=O)c2cc(NC(=O)c3ccccc3)ccc2O[C@@H](C)CCCCO[C@@H]1CN(C)Cc1ccc(C(F)(F)F)cc1	i	-2.6	-11	1.4	17	-9	-20	1	nt	1
16	CC(=O)C1=CCC(c2ccccc2Cl)N(S(=O)(=O)c2ccc(C)cc2)C1 (centres undefined)	i	-1.5	-11	1.0	-9	5	15	3	nt	0

Random excerpt: 2 records from the list.
entry	structure	Neddylation inh	Tb MetRS inh	NRP1-CendR mod	LMPTP inh	NadD block	SKN-1 block	DNMT1 inh	SUMO1 PPI mod	Scp-1 inhibitor	STEP block
13	Cc1n[nH]c(C)c1CN(C)C(=O)C1CCC(=O)N(CC2CCCCC2)C1 (centres undefined)	i	-0.6	-8	-1.4	-1	10	3	-3	1	1
15	C[C@@H]1CN([C@@H](C)CO)C(=O)c2cc(NC(=O)c3ccccc3)ccc2O[C@@H](C)CCCCO[C@@H]1CN(C)Cc1ccc(C(F)(F)F)cc1	i	-2.6	-11	1.4	17	-9	-20	1	nt	1

(next part)
entry	structure	Neddylation inh	Tb MetRS inh	NRP1-CendR mod	LMPTP inh	NadD block	SKN-1 block	DNMT1 inh	SUMO1 PPI mod	Scp-1 inhibitor	STEP block
17	COc1cccc(-c2cnc3c(NC(C)=O)cc(-c4cccc(NS(C)(=O)=O)c4)cn23)c1	i	-0.2	0	1.8	1	9	-3	-9	nt	0
18	Cc1cccc(C)c1NC(=O)CNC(=O)c1cncc(Br)c1	i	-0.7	8	0.9	-10	-2	1	2	-2	-1
19	CCN(CC)c1ccc(C(=O)c2cnc(/N=C/N(C)C)s2)cc1	i	0.0	-20	1.3	-8	5	-1	-19	21	3
20	Cc1ccc(Cc2c(-c3ccccc3)nc3cc(C)c(Br)c(C)n23)cc1	i	-0.6	3	3.2	4	7	30	-7	nt	0
21	CC(=O)N1Cc2cc(C(=O)NCC(F)(F)F)nc(-c3cccc(-c4cc5ccccc5o4)c3)c2[C@H]1CCO	nt	-1.0	8	-0.5	-18	17	nt	-3	nt	nt
22	O=C(c1cnn2c(C(F)F)cc(-c3ccccc3)nc12)N1CCc2ccccc2C1	+	-0.2	0	1.9	-1	1	-3	-14	-3	1
23	Cc1cc(NC(=O)CSc2ccc(F)cc2)no1	i	-0.9	6	0.7	-10	-1	6	-4	-3	0
24	CC(C)(C)c1ccc(OCCC(=O)OCC(=O)NCc2ccccc2)cc1	i	-0.1	17	1.6	-6	3	1	1	-5	2
25	COc1ccc(C(=O)NCc2nnc(SCC(=O)NC3CCCCC3)o2)cc1	i	0.6	-5	-0.9	6	-5	0	3	1	-2
26	OC(c1ccc(F)c(F)c1)c1ncc(-c2ccc(Cl)cc2)[nH]1 (centres undefined)	i	4.8	-4	-1.1	1	-7	-1	-3	nt	-2
27	COc1ccc(CN(C)C(=O)c2ccc(COc3ccccc3)cc2)c(OC)c1	i	-0.6	-6	2.3	-10	12	-11	9	-9	0
28	CCOC1=C2[C@@H](CN(S(=O)(=O)c3ccc(C)cc3)[C@H]2c2ccc(CC)cc2)[C@H]2C(=O)N(c3ccccc3)C(=O)[C@H]2C1	i	-0.7	-4	1.1	-1	2	-28	-1	nt	2
29	CCc1ccc(NC(=O)C/C(C)=N/NC(=O)COc2ccc(C)cc2Br)cc1	i	-0.1	-12	2.4	1	-5	-2	0	-6	-3
30	O=C(c1ccc(=O)oc1)N1CCN(C(c2ccccc2)c2ccccc2)CC1	i	-0.7	-28	-2.7	-5	-4	21	-1	2	4
31	Cc1ccc(S(=O)(=O)NCC2CCC(C(=O)NCc3ccco3)CC2)cc1 (centres undefined)	i	-1.0	-10	0.8	1	9	8	3	11	0
32	O=S(=O)(NC1CCN(Cc2ccccc2)CC1)c1cccc2cccnc12	i	-2.1	13	0.8	-3	0	7	2	3	-2
33	CC(C)CN(C(=O)COC(=O)C12CC3CC(CC(O)(C3)C1)C2)c1c(N)n(Cc2ccccc2)c(=O)[nH]c1=O	i	0.1	-8	-0.6	2	-4	-1	0	nt	0
34	COc1cc(/C=N/NC(=O)c2cccc(S(=O)(=O)N3CCCCC3)c2)cc(Br)c1O	i	-0.7	5	-4.1	11	-10	-12	1	0	0
35	COc1ccc(/C=N/Nc2cn[nH]c(=O)c2Cl)cc1	i	-0.3	5	-0.2	2	1	-1	-7	8	1
36	CCOC(=O)c1cnc(-n2nc(C)cc2C)nc1NNc1nc(-c2ccccc2)cc(-c2ccccc2)n1	i	-0.7	10	6.7	35*	-11	-3	0	-7	3
37	CCOc1cc(C)c(Cl)cc1S(=O)(=O)N1CCCC1	i	-1.1	0	-0.7	-3	-21	-3	0	-9	0
38	Cc1ccc(NC(=O)CCC(=O)NNC(=O)COc2ccc([N+](=O)[O-])cc2)cc1C	i	-0.2	2	0.0	-7	-17	0	-16	2	2
39	CC1CCCCC1NC(=O)CN1CCC(O)(c2ccc(F)cc2)CC1 (centres undefined)	i	-1.3	2	-2.2	-1	2	0	-1	-8	-2
40	CSc1c(CC(=O)NCCO)n(C)c2ccccc12	i	-0.7	-1	0.3	4	6	2	3	-3	-2
41	CC1CC(=O)Nc2ccccc2N1C(=O)Nc1ccccc1 (centres undefined)	i	2.4	16	-0.5	-4	0	2	1	0	0
42	CCN1CCN(C(=O)C2CCN(c3nnc(-n4c(C)ccc4C)s3)CC2)CC1	i	-0.2	9	-4.1	-6	13	-1	-8	-12	0
43	COc1cc(C(=O)c2cc3c(cc2C)OCO3)cc(OC)c1OC	i	-1.1	-8	-1.1	0	-6	-3	1	nt	-1
44	CCCCOP(=O)(c1ccc(N(C)C)cc1)C(Nc1ccccc1)c1ccccc1 (centres undefined)	i	1.0	0	3.2	1	-4	-7	4	-10	2
45	O=C(Nc1nnc(-c2ccccc2F)s1)c1cccnc1	i	-0.2	8	2.3	-3	-3	0	1	-13	3
46	CCCCCCC1CC(CCC(=O)Nc2ccc([N+](=O)[O-])cc2)C(=O)O1 (centres undefined)	i	-1.1	16	-1.9	3	14	2	-1	-11	-3
47	O=C(Nc1c(C(=O)N2CCN(c3ccccn3)CC2)oc2ccccc12)c1ccc([N+](=O)[O-])cc1	i	-0.1	8	2.2	21	9	5	0	1	-2
48	COCC(=O)N1CCC(Oc2ccc(C(=O)NC(C)c3nc(C)sc3C)cc2)CC1 (centres undefined)	i	0.0	3	-1.7	-6	0	1	2	-4	0
49	Nc1ncc(-c2ccccc2)c(-c2ccc(OCc3ccccc3)cc2O)n1	i	0.5	4	4.0	5	5	5	4	6	-2
50	Cc1cccc(C)c1NC(=O)CCCN1CC(C)OC(C)C1 (centres undefined)	i	-0.6	-3	-1.0	-1	-13	1	-2	-2	-1
51	CCS(=O)(=O)N1CCN(c2ccc([N+](=O)[O-])c(NCC3CCCO3)c2)CC1 (centres undefined)	i	0.0	11	2.7	4	11	0	-25	-6	4
52	CC(=O)Nc1ccc(/C(C)=N/Nc2nc(Nc3ccccc3)nc(N3CCOCC3)n2)cc1	i	-0.1	-1	-2.6	2	2	-2	-7	-1	0
53	O=C(O)[C@H](O)[C@@H](O)C(=O)O	i	-1.1	3	0.6	-2	7	-2	5	20	1
